# APEX1 inh: inhibitors of human APE1 endonuclease. P27695. recombinant APE1, TAMRA/BHQ-2 abasic DNA cleavage fluorescence. Potency, µM (doses to about 65.8 µM), for inactives: top-dose activity change, negative = inhibition, most hits filed as inhibitors. 0.35% of 350,000 active. AID 2517;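 further: potency means the concentration at half of the fitted maximal effect; plate controls were vehicle for no effect and reference inhibitor for full effect; nearly all actives have a fitted effect of over 55% in size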
#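 APE1 at 0.75 nM final was preincubated with compound 15 min at room temperature, then 50 nM double-stranded THF abasic-site substrate (5'-TAMRA/3'-BHQ-2) was added. Fluorescence (ex 525/em 598 nm) was read kinetically; third-minus-first read gave activity.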
# POLB inh: DNA polymerase beta (human) inhibition; Pol beta primer extension/strand displacement, fluorescence kinetic; 1.3% of 340,000 active; Potency, µM (doses to about 114 µM), for inactives: top-dose activity change, negative = inhibition, hits mostly inhibitors; AID 485314; P06746; further: potency means the concentration at half of the fitted maximal effect; on the % scale 0 is the no-effect control and ±100 the full control effect
#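 Homogeneous kinetic assay of primer extension and strand displacement by 10 nM Pol beta, preincubated 15 min at room temperature with compound before 50 nM substrate (final) was added. Read at 0 and 10 min; four-parameter Hill fit.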
# Pol eta inh: blocks human DNA polymerase eta activity | Q9Y253 | recombinant Pol eta, fluorescent DNA replication assay | Potency, µM (series often up to 114 µM), without a hit: at the top dose activity change, negative = inhibition, hits mostly inhibitors | 1.2% of 390,000 active; further: potency means the concentration at half of the fitted maximal effect; on the % scale 0 is the no-effect control and ±100 the full control effect
#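 Pol eta at 10 nM preincubated with compounds 15 min at room temperature; reaction started with fluorescent substrate (50 nM final) and read kinetically at 0 and 10 min.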
# RXFP1 antag: blocks the human relaxin receptor RXFP1; HEK293-RXFP1, relaxin-stimulated cAMP HTRF, 30 min; hits give low values; 0.59% of 350,000 active; activity change, negative = inhibition, % at 57.5 µM; AID 1259400; Q9HBX9;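 active means activity change of -60% or lower, but not beyond a set lower limit; inconclusive means change between -60% and -40%, or beyond the set limit; inactive means change above -40%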; further: on the % scale 0 is the no-effect control and ±100 the full control effect
# POLI inh: inhibitors of human DNA polymerase iota | Q9UNA4 | Pol iota fluorescent replication assay, 10 min | Potency, µM (series often up to 115 µM), for the others: top-dose activity, negative = inhibition, actives largely listed as inhibitors | 1% of 390,000 active; further: potency means the concentration at half of the fitted maximal effect
# Target sequence (Q9UNA4 whole entry, looked up): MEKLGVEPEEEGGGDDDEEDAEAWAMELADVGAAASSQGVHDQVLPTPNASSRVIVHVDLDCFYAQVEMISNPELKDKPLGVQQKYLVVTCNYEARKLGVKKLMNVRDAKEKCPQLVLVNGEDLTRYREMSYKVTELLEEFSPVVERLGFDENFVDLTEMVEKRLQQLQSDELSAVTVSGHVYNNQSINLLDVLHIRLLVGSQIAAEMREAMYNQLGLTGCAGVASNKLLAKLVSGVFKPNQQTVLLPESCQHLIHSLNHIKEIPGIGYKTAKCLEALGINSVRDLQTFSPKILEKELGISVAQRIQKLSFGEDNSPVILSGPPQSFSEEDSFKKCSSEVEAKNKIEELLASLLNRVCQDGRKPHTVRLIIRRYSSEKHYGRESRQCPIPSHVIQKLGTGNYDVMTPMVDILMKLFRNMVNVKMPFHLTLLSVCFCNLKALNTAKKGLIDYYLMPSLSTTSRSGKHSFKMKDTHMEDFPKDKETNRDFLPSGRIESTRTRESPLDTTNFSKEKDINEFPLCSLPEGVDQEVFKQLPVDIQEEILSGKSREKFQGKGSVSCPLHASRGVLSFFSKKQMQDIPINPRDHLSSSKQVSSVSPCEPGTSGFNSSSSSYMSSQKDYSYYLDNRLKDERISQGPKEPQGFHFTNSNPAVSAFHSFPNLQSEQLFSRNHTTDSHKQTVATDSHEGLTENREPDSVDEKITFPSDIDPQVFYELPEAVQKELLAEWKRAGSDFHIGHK
#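 Fluorescent replication assay read twice, at 0 min and 10 min after adding 50 nM (final) substrate. Enzyme (10 nM) and compounds were first incubated 15 min at room temperature; enzyme-free buffer wells were negative controls.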
# PGK inhibitor: blocks T. brucei phosphoglycerate kinase. P07378. PGK/GAPDH coupled, Kinase-Glo luminescence, 60 min. Potency, µM (titrated, usually from 57.5 µM), for the others: top-dose activity change, negative = inhibition, hits mostly inhibitors. 0.043% of 380,000 active. AID 602233; further: potency means the concentration at half of the fitted maximal effect; on the % scale 0 is the no-effect control and ±100 the full control effect; nearly all actives have a fitted effect of over 60% in size
#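 Luminescent ATP detection (Kinase-Glo Plus) follows a 60-minute room-temperature incubation, with wells lacking PGK as controls. Buffer: 100 mM TEA (pH 7.6), 5 mM MgCl2, 0.01% Tween-20. Coupling enzyme GAPDH (100 nM final) supplies unstable 1,3-BPG in-well.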
# Apoferritin bind: candidate novel general anesthetic via apoferritin binding. AID 485281. 0.074% of 350,000 active. apoferritin/1-aminoanthracene competitive binding, fluorescence. P02791. Potency, µM (highest dose often 77.5 µM), for inactives: at the highest dose activity change, negative = displacement, usual class: inhibitors; further: potency means the concentration at half of the fitted maximal effect; on the % scale 0 is the no-effect control and ±100 the full control effect; nearly all actives have a fitted effect of over 20% in size
# Target sequence (P02791 2-175 limits assumed): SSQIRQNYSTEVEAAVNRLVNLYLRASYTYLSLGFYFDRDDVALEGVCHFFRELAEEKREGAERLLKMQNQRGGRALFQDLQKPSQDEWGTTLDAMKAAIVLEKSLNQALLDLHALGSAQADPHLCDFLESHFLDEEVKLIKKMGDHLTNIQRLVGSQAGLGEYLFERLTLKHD
#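 Steps: apoferritin (10 uM) was premixed with half-saturated 1-AMA in PBS, compounds were pin-transferred, plates stood 10 min at room temperature, fluorescence was read at 380/535 nm, and curves were fitted with a Hill equation.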
# BLM inh: blocks DNA unwinding by human BLM helicase; P54132; recombinant BLM DNA unwinding, fluorescence dequenching; Potency, µM (highest dose often 56.1 µM), without a hit: top-dose activity change, negative = inhibition, most hits filed as inhibitors; 0.2% of 350,000 active; AID 2528;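 further: potency means the concentration at half of the fitted maximal effect; plate controls were vehicle for no effect and no enzyme for full effect; nearly all actives have a fitted effect of over 35% in size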
# Pol kappa inh: DNA polymerase kappa (human) inhibition. Q9UBT6. purified Pol kappa, fluorescent DNA synthesis assay, 10 min. Potency, µM (doses to about 107 µM), without a hit: top-dose activity, negative = inhibition, usual class: inhibitors. 0.53% of 400,000 active. AID 588579; further: potency means the concentration at half of the fitted maximal effect; on the % scale 0 is the no-effect control and ±100 the full control effect
#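 Here, compound and 10 nM enzyme are combined for 15 min at room temperature; adding 50 nM substrate (final) starts DNA synthesis, tracked by fluorescence at 0 and 10 min against buffer-only wells.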
# * marks the source's active call; other numbers are inactive results; i = inactive; ? = inconclusive; . = not tested or not shown; [ ] = another dose, or the depositor's remark. Unless noted, the call rests on the fitted dose curve; in most records, active means well fitted curve in the direction sought with a large enough effect; inconclusive means small, poorly fitted or top-dose-only effect, or another doubt; inactive means no such curve, though single readings can be large; an effect the other way counts as inactive or inconclusive.
# Start of the data: the first 3 compounds, to show the layout:
# Each structure is followed by: APEX1 inh | POLB inh | Pol eta inh | RXFP1 antag | POLI inh | PGK inhibitor | Apoferritin bind | BLM inh | Pol kappa inh
CCCCC(O)(CCCC)C(=O)NN(C(=O)c1cccnc1Cl)c1ccccc1
  4% | -1% | -19% | -9 | 178%[activator] | i | -8% | 1% | 5%
Cc1ccc(C)c2c1[nH]c1ccccc12
  ? | -6% | -21% | 19 | 15% | -6% | -15% | -6% | -19%
COc1cccc(C2c3c(C)nn(-c4ccc([N+](=O)[O-])cc4)c3N=C3C(=O)Nc4ccccc4N32)c1 (stereo not given)
  3% | -4% | 4% | -1 | 48%[activator] | -3% | -7% | -1% | 1%

# The whole of this part, previewed entries included:
# Each structure is followed by: APEX1 inh | POLB inh | Pol eta inh | RXFP1 antag | POLI inh | PGK inhibitor | Apoferritin bind | BLM inh | Pol kappa inh
CCCCC(O)(CCCC)C(=O)NN(C(=O)c1cccnc1Cl)c1ccccc1
  4% | -1% | -19% | -9 | 178%[activator] | i | -8% | 1% | 5%
Cc1ccc(C)c2c1[nH]c1ccccc12
  ? | -6% | -21% | 19 | 15% | -6% | -15% | -6% | -19%
COc1cccc(C2c3c(C)nn(-c4ccc([N+](=O)[O-])cc4)c3N=C3C(=O)Nc4ccccc4N32)c1 (stereo not given)
  3% | -4% | 4% | -1 | 48%[activator] | -3% | -7% | -1% | 1%
Cc1cccc(N2CCN(C(=O)CSc3nc4ccccc4nc3N3CC(C)OC(C)C3)CC2)c1C (stereo not given)
  13% | 20% | -28% | -4 | 131%[activator] | 1% | -7% | -9% | 4%
Cc1ccc(S(=O)(=O)N2CCCc3cc(NS(=O)(=O)c4cccc(Cl)c4)ccc32)cc1
  . | -1% | -17% | 1 | 6% | i | -5% | -10% | -14%[60.1 µM]
CC(=O)N1CCCc2cc(S(=O)(=O)N(C)CC(=O)Nc3ccc(F)c(Cl)c3)ccc21
  . | -3% | -13% | -13 | -3% | 4% | 3% | -2% | -9%[60.1 µM]
CCN(C[C@H]1N[C@@](CC)(C(=O)OC)[C@H]2C(=O)N(C)C(=O)[C@@H]12)S(=O)(=O)c1ccc(OC)cc1
  6% | . | -4% | . | -33% | 1% | . | . | 2%
CCC(C(=O)NC1CCCC1)N(Cc1ccco1)C(=O)Cn1nnc(-c2ccc(C)cc2)n1 (stereo not given)
  9% | -4% | -25% | 1 | 45%[activator] | 0% | -22% | 7% | -5%
C(=N\Nc1ccc2ccccc2n1)/c1ccc2c(c1)OCCO2
  -5% | -5% | -10% | -6 | 5% | i | 1% | -15% | -9%
CCOC(=O)/C=C/C(=O)OCC(=O)Nc1cccc(Cl)c1Cl
  -5% | 70% | -15% | -13 | ? | -4% | -19% | -3% | -4%
O=S(=O)(Nc1ccccn1)c1ccc(Br)cc1
  -6% | 16% | -6% | . | 31%[activator] | i | -7% | -6% | 19%
Cc1ccc(C(=O)O)cc1NS(=O)(=O)c1ccc2c(c1)oc(=O)n2C
  67%[activator] | -10% | -19% | 1 | -19% | -1% | 5% | -4% | -14%
COc1cccc(NC(=O)COc2cc(C)cc3oc(=O)cc(C)c23)c1
  -12% | 2% | -6% | -14 | -17% | 3% | -5% | -2% | -15%
O=C(Cn1cccc1C(=O)c1ccccc1)NCc1ccco1
  -3% | 30% | -16% | -27 | 11% | 2% | -13% | -4% | 0%
COCCOC(=O)C(C#N)c1nc2ccccc2nc1N1CCCC1 (stereo not given)
  1% | 32% | -9% | -16 | 13% | 0% | -6% | 1% | -10%
Cc1cc(C)c(S(=O)(=O)NCCc2cc3c(C)ccc(C)c3[nH]c2=O)c(C)c1
  . | ? | -12% | . | 16% | i | -8% | -5% | -13%
Cc1ccc(SC(CC(=O)c2ccc(F)cc2)C(=O)O)cc1 (stereo not given)
  59%[activator] | 6% | 2% | -8 | 55%[activator] | -3% | 3% | -1% | -15%
COc1cc(/C=C2/CC/C(=C/c3ccc(O)c(OC)c3)C2=O)ccc1O
  3% | 18µM* | 35µM* | ? | 40µM* | -8% | 5% | -11% | ?
CCOc1cccc(-c2cc(C(=O)NN)[nH]n2)c1
  9% | -4% | -9% | -11 | 174%[activator] | 0% | ? | -5% | -6%
CS(=O)(=O)N(CC(N)=O)c1ccc2c(c1)OCO2
  -1% | -1% | -11% | -13 | 5% | 1% | -2% | -4% | -4%
O=C(Cc1ccccc1)N/N=C/c1ccc[nH]1
  8% | 0% | 8% | 8 | 21% | 0% | -1% | -3% | -4%
CCOc1ccccc1NC(=O)C(=O)N/N=C/c1cc(Br)ccc1O
  4% | 37% | -12% | -22 | 54%[activator] | -5% | 1% | -8% | -14%
O=C(O)COc1ccccc1C(Nc1cccnc1)c1cc(Cl)c2cccnc2c1O (stereo not given)
  -8% | -29% | 79µM* | -7 | ? | -3% | 28µM* | 1% | ?
CCOc1ccc(C(=O)NC2CCCCCCC2)cc1
  . | . | -17% | -6 | -21%[58.9 µM] | i | . | . | 0%
CC1CN(C(=O)COC(=O)/C=C/c2cccc([N+](=O)[O-])c2)CC(C)O1 (stereo not given)
  7% | . | -13% | -2 | 38%[activator] | -3% | . | . | 8%
Cc1cc(C(=O)NC2CCCCC2)c2cc(F)ccc2n1
  9% | 4% | 1% | 1 | 1% | -3% | -7% | -6% | -2%
Cc1ccccc1Cn1cc(NC(=O)c2cc(-c3cccs3)on2)cn1
  -7% | 52% | 2% | -4 | -14% | -2% | -12% | -2% | -7%
COc1ccc(C(=O)N2CCCC(Nc3ccc(C)c(C)c3)C2)c(OC)n1 (stereo not given)
  3% | 40% | -19% | 2 | 14% | -7% | -15% | -1% | -8%
O=C(NCC(c1ccc(Cl)cc1)N1CCOCC1)c1ccccc1F (stereo not given)
  . | 5% | -17% | -1 | 17% | -4% | 0% | -1% | 11%
CC(Oc1ccc(C(C)(C)C)cc1)C(=O)NCC(c1ccco1)N1CCCC1 (stereo not given)
  14% | . | -7% | -1 | 10% | 8% | . | . | -11%
COc1ccc(OC)c(NC(=O)CCCNC(=O)Cn2cnc3sc(C)c(C)c3c2=O)c1
  56%[activator] | 3% | -21% | 6 | 125%[activator] | i | -5% | -5% | -4%
COc1ccc(NC(=O)C2=C(C)C(=O)OC23CCN(C(C)C)CC3)cc1Cl
  . | 4% | -9% | . | 15% | 7% | -1% | -1% | -7%
Cc1nc(NC(=O)c2cncc(Br)c2)ccc1Br
  34% | -2% | -4% | 12 | 3% | 0% | -10% | -7% | -8%
O=Cc1ccc(Oc2cccc(C(F)(F)F)c2)nc1
  -2% | ? | -18% | 2 | 7% | -5% | ? | -2% | -3%
CN(C)C(CNC(=O)C1CCN(S(=O)(=O)c2ccccc2C(F)(F)F)CC1)Cc1ccccc1 (stereo not given)
  16% | . | -12% | -16 | 23% | -2% | . | . | -7%
Cc1ccc(Cl)cc1N1CCN(C(=S)NCCc2ccccc2)CC1
  -2% | -9% | -7% | -12 | 26% | -9% | 77%[activator] | -12% | -9%
CC1=C(C)CC(C(=O)Nc2ccc(C(=O)N3CCOCC3)cc2)C(C(=O)O)C1 (stereo not given)
  16% | 38%[activator] | -6% | -17 | -14% | -5% | -1% | 2% | 2%
COc1ccccc1CNC(=O)c1ccc(OC(C)C)cc1
  12% | 2% | 6% | 3 | 2% | 2% | -18% | -2% | -12%
COc1ccc(CNC(=O)CSc2nnc(C)c(=O)[nH]2)cc1
  2% | 1% | 1% | -3 | 22% | 4% | 34%[activator] | 1% | -9%
Cc1ccc(C(=O)NC(=S)Nc2ccc(-c3ccc(CO)o3)cc2)cc1
  0% | ? | -4% | ? | 100%[activator] | i | ? | -21% | 2%

# Random excerpt: two compounds from above
# Each structure is followed by: APEX1 inh | POLB inh | Pol eta inh | RXFP1 antag | POLI inh | PGK inhibitor | Apoferritin bind | BLM inh | Pol kappa inh
Cc1ccc(Cl)cc1N1CCN(C(=S)NCCc2ccccc2)CC1
  -2% | -9% | -7% | -12 | 26% | -9% | 77%[activator] | -12% | -9%
COc1ccccc1CNC(=O)c1ccc(OC(C)C)cc1
  12% | 2% | 6% | 3 | 2% | 2% | -18% | -2% | -12%

# Some entries already given, showing only BLM inh.
SMILES | BLM inh
Cc1ccc(Cl)cc1N1CCN(C(=S)NCCc2ccccc2)CC1 | -12%
CC1=C(C)CC(C(=O)Nc2ccc(C(=O)N3CCOCC3)cc2)C(C(=O)O)C1 (stereo not given) | 2%
COc1ccccc1CNC(=O)c1ccc(OC(C)C)cc1 | -2%
COc1ccc(CNC(=O)CSc2nnc(C)c(=O)[nH]2)cc1 | 1%
Cc1ccc(C(=O)NC(=S)Nc2ccc(-c3ccc(CO)o3)cc2)cc1 | -21%

# Source: PubChem

# Some of the compounds tested. The share of hits here may be higher or lower than overall.
